# FAK inh: blocks human focal adhesion kinase activity. Q05397. biochemical FAK kinase activity assay. inhibition, %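 (tested at 7 µM)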. 97,000 compounds, 0.84% hits. AID 727; in the data active = inhibition above about 19%;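 also: 0% = DMSO and 100% = reference compound high control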
# LYP act: LYP (human) phosphatase activation | recombinant LYP, DiFMUP fluorescence; 0 = plate median, 100 = signal doubled | AID 697 | activation, % at 2 µM | 96,000 compounds, 0.11% hits | Q9Y2R2;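 active = activation at 2 µM above a set limit, the mean plus 5 SD, cut at about 37% in these data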
# PostGolgi yeast: growth inhibition of a yeast mutant, post-Golgi transport screen; AID 739; post-Golgi transport phenotypic cell assay; inhibition, % at 10 µM; 98,000 compounds, 0.9% hits;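 also: yeast cells grown in 1536-well plates; yeast grown about 18 h at 30C before absorbance read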
# S1P2 agonist: activates the human S1P2 receptor; S1P2-expressing cell line, agonist reporter read-out; O95136; activation, % at 4.5 µM; 97,000 compounds, 0.46% hits; in the data active = activation above about 16%;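 also: 0% = vehicle low control and 100% = maximal reference agonist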
# Rev-RRE block: inhibitors of HIV-1 Rev-RRE RNA interaction; 97,000 compounds, 0.79% hits; Rev peptide-RRE RNA binding, FRET; inhibition, % at 8 µM;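 active = inhibition above the screen-wide mean plus 3 SD, cut at about 35% in these data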;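 also: 0% = median DMSO wells and 100% = median Neomycin B control wells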
# Target sequence (P05866 whole entry, looked up): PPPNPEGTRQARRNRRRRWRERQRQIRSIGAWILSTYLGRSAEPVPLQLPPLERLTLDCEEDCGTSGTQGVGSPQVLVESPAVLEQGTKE
#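 Assay system: labelled RRE RNA duplex and labelled Rev peptide / Medium: HEPES pH 7.5 salt buffer with EDTA / Reagent: labelled Rev peptide / Schedule: 5 + 15 min at 25 °C / Signal: FRET, excitation 480 nm, emission 540 nm donor and 671 nm acceptor / Benchmarks: DMSO and neomycin B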
# EphB4 ephrin blk: EphB4-ephrin-B2 interaction antagonism; P54760; EphB4 LBD / TNYL-RAW-Alexa532 peptide, fluorescence polarization; inhibition, % at 7 µM; 97,000 compounds, 0.15% hits;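 active = inhibition above the screen-wide mean inhibition plus 3 SD, cut at about 15% in these data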;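 also: 0% = DMSO wells and 100% = excess unlabeled TNYL-RAW peptide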
# Target sequence (P54760 whole entry, looked up, the tested form may be a part): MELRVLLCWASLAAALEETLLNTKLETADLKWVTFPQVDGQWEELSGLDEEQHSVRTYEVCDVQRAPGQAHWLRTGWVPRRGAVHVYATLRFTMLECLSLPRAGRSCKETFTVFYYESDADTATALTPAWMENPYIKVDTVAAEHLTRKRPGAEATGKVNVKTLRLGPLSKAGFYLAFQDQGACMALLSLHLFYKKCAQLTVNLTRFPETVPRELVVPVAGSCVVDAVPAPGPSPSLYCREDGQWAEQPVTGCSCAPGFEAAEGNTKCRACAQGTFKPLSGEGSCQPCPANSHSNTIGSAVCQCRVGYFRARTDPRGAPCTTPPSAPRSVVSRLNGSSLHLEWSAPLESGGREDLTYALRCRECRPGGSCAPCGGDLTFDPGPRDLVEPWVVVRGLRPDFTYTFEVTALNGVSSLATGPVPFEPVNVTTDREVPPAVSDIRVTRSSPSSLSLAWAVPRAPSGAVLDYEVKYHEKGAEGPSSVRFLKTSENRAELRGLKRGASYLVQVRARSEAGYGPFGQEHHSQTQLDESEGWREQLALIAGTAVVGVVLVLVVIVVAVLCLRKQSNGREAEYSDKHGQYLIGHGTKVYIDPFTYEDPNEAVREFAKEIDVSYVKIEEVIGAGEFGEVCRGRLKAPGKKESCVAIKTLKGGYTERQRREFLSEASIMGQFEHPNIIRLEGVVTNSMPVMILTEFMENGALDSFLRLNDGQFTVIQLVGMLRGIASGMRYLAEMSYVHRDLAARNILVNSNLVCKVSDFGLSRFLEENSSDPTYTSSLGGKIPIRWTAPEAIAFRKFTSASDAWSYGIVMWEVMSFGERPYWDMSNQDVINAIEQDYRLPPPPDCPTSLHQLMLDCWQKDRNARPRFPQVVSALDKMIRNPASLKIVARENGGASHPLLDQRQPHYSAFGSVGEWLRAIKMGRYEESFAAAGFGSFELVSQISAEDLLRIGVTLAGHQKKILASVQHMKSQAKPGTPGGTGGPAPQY
# PostGolgi ctrl: growth of the yeast control strain, post-Golgi counter-screen; efflux-deficient yeast background strain, growth absorbance A615, 16 h; inhibition, % at 10 µM; 98,000 compounds, 5% hits
# S1P2 blocker: S1P2 (human) receptor antagonism. O95136. cell-based S1P2 antagonist assay, inhibition at 5 uM. 97,000 compounds, 0.21% hits. AID 736. inhibition, % at 5 µM; in the data active = inhibition above about 45%;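 also: CRE beta-lactamase reporter cells expressing human S1P2 stimulated with S1P; 0% = agonist at EC80 alone and 100% = agonist plus reference antagonist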
# PTPN22 inh 2: blocks human PTPN22 phosphatase activity; Q9Y2R2; recombinant LYP catalytic domain, DiFMUP fluorescence; inhibition, % at 2 µM; 96,000 compounds, 0.21% hits;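 active = inhibition at 2 µM at or above a set limit, the screen mean plus 3 SD, cut at about 24% in these data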;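 also: 0% = DMSO with enzyme and 100% = enzyme fully blocked by orthovanadate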
# Starred values were filed as active, the others as inactive; nt = not tested or not shown; [ ] = remark or other dose. Rule as the data show it, unless noted: active = inhibition above about 30%; inactive = the rest.
1: O=C(O)CCN1C(=O)c2ccncc2C1=O
2: COc1c2ccoc2nc2c(OC)c(OCC(O)C(C)(C)O)ccc12 (stereo not drawn)
3: CC(C(=O)O)c1n[nH]c(=O)c2ccccc12 (stereo not drawn)
4: O=S1(=O)N=C(N2CCN(Cc3ccc4c(c3)OCO4)CC2)c2ccccc21
5: O=C(OCC(=O)N1CCOCC1)c1ccc(Cl)nc1
6: Cc1ccc(NS(=O)(=O)c2cc(C(=O)NCCSC3CCCCC3)ccc2C)cc1
screen / no.	1	2	3	4	5	6
FAK inh	-5	2	0	-8	0	0
LYP act	26	6	0	8	-2	-12
PostGolgi yeast	16	5	-7	9	-2	-7
S1P2 agonist	-8	2	-1	-7	-7	-8
Rev-RRE block	7	4	11	1	5	7
EphB4 ephrin blk	4	-1	-2	-13	10	6
PostGolgi ctrl	-3	-1	5	-3	-1	29
S1P2 blocker	1	-5	3	10	1	13
PTPN22 inh 2	-25	-3	-3	-4	4	16

7: CCc1ccccc1NC(=O)C(C)n1nc([N+](=O)[O-])c(Br)c1C (stereo not drawn)
8: CCCCOC(=O)c1ccc(NC(=O)c2cnccn2)cc1
9: O=C(CN(c1ccc(F)cc1)S(=O)(=O)c1ccc2c(c1)OCCO2)NCc1ccccc1
10: COc1ccc(/C=C2\N=C3CCCCCN3C2=O)cc1OC
11: COC(=O)C(NC(=O)c1ccc(F)cc1)(Nc1nc(C)cs1)C(F)(F)F (stereo not drawn)
12: CCOc1ccc(CNC(=O)C(CC)n2nc(C)n3c(cc4occc43)c2=O)cc1OC (stereo not drawn)
screen / no.	7	8	9	10	11	12
FAK inh	-3	-3	1	4	-2	-3
LYP act	2	-3	-2	-8	2	-7
PostGolgi yeast	-3	4	17	4	-6	-1
S1P2 agonist	-6	-1	-5	-5	4	-3
Rev-RRE block	5	11	9	2	2	-2
EphB4 ephrin blk	-7	-3	2	3	-6	1
PostGolgi ctrl	8	10	19	8	12	11
S1P2 blocker	0	-24	35	-3	2	-6
PTPN22 inh 2	2	1	3	8	-7	6

13: CC(C)OC(=O)CSc1nc(-c2ccc(F)cc2)cc(C(F)(F)F)n1
14: COc1cc(C(=O)NCC2CCCO2)cc(OC)c1OC (stereo not drawn)
15: CCOc1ccc(OCC)c(NC(=O)CSc2nc3c(c(=O)n(C)c(=O)n3C)n2CC)c1
16: N=c1oc2c3c4c(cc2cc1C(=O)Nc1ccccc1)CCCN4CCC3
17: O=C(Nc1ccccc1)c1cccnc1Nc1ccccc1
18: CCOc1cc(C(=O)OCC(=O)c2c(C)[nH]c3ccccc23)ccc1OCC(=O)N1CCOCC1
screen / no.	13	14	15	16	17	18
FAK inh	0	-1	-5	29*	2	1
LYP act	3	0	-7	-6	-12	5
PostGolgi yeast	nt	nt	-10	8	1	6
S1P2 agonist	2	-6	4	-1	1	-6
Rev-RRE block	15	-2	7	127*[fluorescence artefact?]	5	7
EphB4 ephrin blk	6	-1	-4	3	-9	2
PostGolgi ctrl	nt	nt	10	10	22	0
S1P2 blocker	-16	4	-18	19	-8	-1
PTPN22 inh 2	-2	-1	10	6	11	-8

# Some of these compounds in order of molecular weight, largest number first:
16: N=c1oc2c3c4c(cc2cc1C(=O)Nc1ccccc1)CCCN4CCC3
14: COc1cc(C(=O)NCC2CCCO2)cc(OC)c1OC (stereo not drawn)
17: O=C(Nc1ccccc1)c1cccnc1Nc1ccccc1
screen / no.	16	14	17
FAK inh	29*	-1	2
LYP act	-6	0	-12
PostGolgi yeast	8	nt	1
S1P2 agonist	-1	-6	1
Rev-RRE block	127*[fluorescence artefact?]	-2	5
EphB4 ephrin blk	3	-1	-9
PostGolgi ctrl	10	nt	22
S1P2 blocker	19	4	-8
PTPN22 inh 2	6	-1	11

# Remaining list, next part:
19: O=C(C1CCN(c2nnnn2-c2ccccc2)CC1)N1CCN(c2ccccc2)CC1
20: O=C(NCCN1C(=O)C2C3C=CC(C3)C2C1=O)Nc1ccc(Br)cc1 (stereo not drawn)
21: CC(C)(C)NC(=O)C(c1ccncc1)N(Cc1cccs1)C(=O)Cn1nnc(-c2cccs2)n1 (stereo not drawn)
22: CC(=O)N(CC1CCCO1)c1nnc(-c2cnccn2)s1 (stereo not drawn)
23: O=[N+]([O-])c1ccc(N2CCOCC2)nc1
24: CCn1c(SCC(=O)NNC(=O)c2ccc(C)cc2)nnc1-c1ccncc1
screen / no.	19	20	21	22	23	24
FAK inh	-2	-2	-3	-2	0	-3
LYP act	0	nt	-8	-3	4	8
PostGolgi yeast	4	6	7	-2	8	nt
S1P2 agonist	-5	0	-5	-3	-3	-12
Rev-RRE block	3	5	6	5	6	3
EphB4 ephrin blk	0	-3	-8	6	0	2
PostGolgi ctrl	4	6	6	-7	-3	nt
S1P2 blocker	14	1	4	-10	-3	-11
PTPN22 inh 2	-2	nt	8	1	-1	-3

25: N#Cc1nc(-c2ccccc2F)oc1NCc1ccccc1
26: Cc1cccc(NC(=O)CSc2nnc(-c3ccc(S(=O)(=O)N4CCOCC4)cc3)n2C)c1
27: CCn1nc(C)cc1-c1n[nH]c(=S)n1N
28: Cc1ccc(C)c(CSc2nnc(-c3cccnc3)n2N)c1
29: COc1ccc(/C=N/NC(=O)CCc2c(C)n[nH]c2C)cc1OC
30: Cc1ccc(-n2ccnc2SCC(=O)N(CC(C)C)C2CCS(=O)(=O)C2)c(C)c1 (stereo not drawn)
screen / no.	25	26	27	28	29	30
FAK inh	14	6	0	5	0	2
LYP act	2	-2	4	-6	13	-2
PostGolgi yeast	0	13	-4	4	0	4
S1P2 agonist	0	-2	1	-7	1	-3
Rev-RRE block	18	5	6	2	2	5
EphB4 ephrin blk	5	2	-3	-2	-4	1
PostGolgi ctrl	21	7	-1	14	6	-5
S1P2 blocker	7	21	-5	3	-21	13
PTPN22 inh 2	-4	1	-1	4	-10	0

# In a second layout: results already given.
# Below each SMILES – FAK inh | LYP act | PostGolgi yeast | S1P2 agonist | Rev-RRE block | EphB4 ephrin blk | PostGolgi ctrl | S1P2 blocker | PTPN22 inh 2
[18] CCOc1cc(C(=O)OCC(=O)c2c(C)[nH]c3ccccc23)ccc1OCC(=O)N1CCOCC1
→ 1 | 5 | 6 | -6 | 7 | 2 | 0 | -1 | -8
[19] O=C(C1CCN(c2nnnn2-c2ccccc2)CC1)N1CCN(c2ccccc2)CC1
→ -2 | 0 | 4 | -5 | 3 | 0 | 4 | 14 | -2
[20] O=C(NCCN1C(=O)C2C3C=CC(C3)C2C1=O)Nc1ccc(Br)cc1 (stereo not drawn)
→ -2 | nt | 6 | 0 | 5 | -3 | 6 | 1 | nt
[21] CC(C)(C)NC(=O)C(c1ccncc1)N(Cc1cccs1)C(=O)Cn1nnc(-c2cccs2)n1 (stereo not drawn)
→ -3 | -8 | 7 | -5 | 6 | -8 | 6 | 4 | 8
[22] CC(=O)N(CC1CCCO1)c1nnc(-c2cnccn2)s1 (stereo not drawn)
→ -2 | -3 | -2 | -3 | 5 | 6 | -7 | -10 | 1
[23] O=[N+]([O-])c1ccc(N2CCOCC2)nc1
→ 0 | 4 | 8 | -3 | 6 | 0 | -3 | -3 | -1
[24] CCn1c(SCC(=O)NNC(=O)c2ccc(C)cc2)nnc1-c1ccncc1
→ -3 | 8 | nt | -12 | 3 | 2 | nt | -11 | -3
[25] N#Cc1nc(-c2ccccc2F)oc1NCc1ccccc1
→ 14 | 2 | 0 | 0 | 18 | 5 | 21 | 7 | -4
[26] Cc1cccc(NC(=O)CSc2nnc(-c3ccc(S(=O)(=O)N4CCOCC4)cc3)n2C)c1
→ 6 | -2 | 13 | -2 | 5 | 2 | 7 | 21 | 1
[27] CCn1nc(C)cc1-c1n[nH]c(=S)n1N
→ 0 | 4 | -4 | 1 | 6 | -3 | -1 | -5 | -1
[28] Cc1ccc(C)c(CSc2nnc(-c3cccnc3)n2N)c1
→ 5 | -6 | 4 | -7 | 2 | -2 | 14 | 3 | 4
[29] COc1ccc(/C=N/NC(=O)CCc2c(C)n[nH]c2C)cc1OC
→ 0 | 13 | 0 | 1 | 2 | -4 | 6 | -21 | -10

# Later entries
31: CCOc1ccccc1C1CC(c2ccc(Cl)cc2)Nc2nc(N)nn21 (stereo not drawn)
32: Cc1sc2nc(NCCO)[nH]c(=O)c2c1C
33: Cc1cccn2c(=O)c3cc(C#N)c(=NC(=O)c4cccnc4)n(CC4CCCO4)c3nc12 (stereo not drawn)
34: CCOC(=O)N1CCN(C(=O)COc2ccc(S(=O)(=O)NCC(C)C)cc2C)CC1
35: Cc1ccc(S(=O)(=O)NCCCCCC(N)=O)cc1
36: CCn1c(SCc2cccc(C(=O)O)c2)nnc1-c1ccccc1
screen / no.	31	32	33	34	35	36
FAK inh	0	-1	-2	0	-1	-1
LYP act	5	6	-1	3	4	-5
PostGolgi yeast	-3	-6	nt	-1	-5	19
S1P2 agonist	-2	-3	12	-5	0	-3
Rev-RRE block	4	5	16	-2	2	2
EphB4 ephrin blk	-4	-8	7	0	0	2
PostGolgi ctrl	21	1	nt	4	8	2
S1P2 blocker	5	2	-37	-16	-15	20
PTPN22 inh 2	-5	-9	5	-2	-4	5

37: CCC(C(=O)O/N=C(\N)c1ccc(C)cc1)c1ccccc1 (stereo not drawn)
38: COC(=O)c1cc(-c2c(C)oc3cc(O)ccc3c2=O)c(C)o1
39: N#CC1=C(N)Oc2c(oc(CO)cc2=O)C1c1cccs1 (stereo not drawn)
40: COc1cc(-n2c3nc4ccccc4nc3c3c(=O)n(Cc4ccco4)cnc32)cc(OC)c1OC
41: CS(=O)(=O)N(CC(=O)Nc1ccc2c(c1)OCO2)c1ccc2c(c1)OCO2
42: NC(=O)c1nsc(C(=O)N(CC(=O)NCc2ccc3c(c2)OCO3)C2CCCCC2)c1N
screen / no.	37	38	39	40	41	42
FAK inh	-1	4	-3	0	0	10
LYP act	7	-9	0	20	3	-6
PostGolgi yeast	13	-1	2	nt	-1	1
S1P2 agonist	-3	-10	-7	-7	0	-2
Rev-RRE block	14	-4	6	9	1	5
EphB4 ephrin blk	-5	0	-3	-7	-1	6
PostGolgi ctrl	11	8	6	nt	-8	13
S1P2 blocker	7	11	-5	-15	9	3
PTPN22 inh 2	-7	12	-2	-18	-6	4

43: O=C(Nc1ccc(Cl)cc1)NC1CCCC1Cc1ccco1 (stereo not drawn)
44: COc1ccccc1NC(=O)N1CCCC1C(=O)Nc1ccc(NC(C)=O)cc1 (stereo not drawn)
45: CN(C)CC(C)(C)CNS(=O)(=O)CC12CCC(CC1=O)C2(C)C (stereo not drawn)
46: COc1ccccc1-n1c(=O)[nH]c2c(C(N)=O)nc(C3CCCCC3)nc21
47: CCOC(=O)N1CCN(C(=O)CCSc2ccc(Cl)cc2)CC1
48: CCOC(=O)/C(C(=O)Nc1ccccc1Cl)=C1/NC(C)(C)Cc2ccccc21
49: CC1=CCC2C(=O)N(c3ccc(C(=O)N4CCCCCC4)cc3)C(=O)C2C1 (stereo not drawn)
50: COc1cc(NC(=S)NC(C)=O)ccc1NC(=O)C(C)C
51: Cc1cccc(NC(=O)CN(C)S(=O)(=O)c2cccc3cccnc23)c1
screen / no.	43	44	45	46	47	48	49	50	51
FAK inh	7	3	-3	0	-1	2	-1	3	-1
LYP act	10	-7	-6	-4	-3	-6	8	-12	7
PostGolgi yeast	4	11	8	-7	nt	-6	-6	-5	-5
S1P2 agonist	-9	-4	-5	-6	-3	-7	-3	-6	-8
Rev-RRE block	0	2	7	11	6	-4	-4	11	5
EphB4 ephrin blk	-3	2	3	1	4	2	5	-5	2
PostGolgi ctrl	22	-3	1	8	nt	10	-3	-5	7
S1P2 blocker	1	1	4	-11	-13	-5	0	21	13
PTPN22 inh 2	-11	6	4	0	3	4	-6	11	-10
